Bioassay records as filed in PubChem.
SENP6 block: SENP6 protease inhibition | Q9GZR1 | Recombinant SENP6 catalytic domain, aminoluciferin luminescence | inhibition, % at 10 µM | 330,000 compounds, 1.8% hits;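 active means inhibition above about 50% at the single tested dose, limit read from the data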;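 further: plate controls were DMSO wells with enzyme for no effect and DMSO wells lacking enzyme for full effect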
SENP8 inh: SENP8 (human) protease inhibition; Q96LD8; recombinant SENP8, Nedd8 substrate fluorescence; inhibition, % at 20 µM; 360,000 compounds, 0.64% hits; AID 602440; in the data active means inhibition mostly above about 40%, no sharp cut-off; inactive means mostly below about 27%
MPTP block: blocks calcium-induced mitochondrial swelling | isolated mouse mitochondria, Ca2+ swelling absorbance, 30 min | inhibition, % at 10 µM | 360,000 compounds, 1.4% hits;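 active means inhibition of 50% or more, scaled per plate between neutral and stimulator controls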;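 further: 0% = DMSO wells given calcium and 100% = 1 mM EGTA wells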
PfGluPho inh: PfG6PD (Plasmodium falciparum) enzyme inhibition; 350,000 compounds, 0.78% hits; inhibition, % at 20 µM; PfGluPho enzyme, NADPH resazurin-diaphorase fluorescence; AID 504690;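 active means inhibition reaching at least a set limit at 20 µM in the primary screen, cut at about 59% in these data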;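 further: 0% = DMSO wells with substrate and 100% = DMSO wells lacking glucose-6-phosphate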
SENP7 inh: SENP7 protease inhibition; Q9BQF6; recombinant SENP7, Z-RLRGG-aminoluciferin luminescence, 40 min; inhibition, % at 5 µM; 330,000 compounds, 1.5% hits; AID 434973;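 active means inhibition above about 50% at the single test dose, limit read from the data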;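 further: plate controls were DMSO with enzyme for no effect and no enzyme buffer wells for full effect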
HKDC1 inhibitor: blocks human hexokinase HKDC1 activity; Q2TB90; recombinant HKDC1, G6PDH/diaphorase resazurin coupled fluorescence; inhibition, % at 20 µM; 340,000 compounds, 0.16% hits; AID 493160;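 active means inhibition above about 35% when tested at 20 µM, limit read from the data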;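 further: plate controls were DMSO wells with enzyme for no effect and DMSO wells lacking enzyme for full effect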
Target sequence (Q2TB90 whole entry, looked up): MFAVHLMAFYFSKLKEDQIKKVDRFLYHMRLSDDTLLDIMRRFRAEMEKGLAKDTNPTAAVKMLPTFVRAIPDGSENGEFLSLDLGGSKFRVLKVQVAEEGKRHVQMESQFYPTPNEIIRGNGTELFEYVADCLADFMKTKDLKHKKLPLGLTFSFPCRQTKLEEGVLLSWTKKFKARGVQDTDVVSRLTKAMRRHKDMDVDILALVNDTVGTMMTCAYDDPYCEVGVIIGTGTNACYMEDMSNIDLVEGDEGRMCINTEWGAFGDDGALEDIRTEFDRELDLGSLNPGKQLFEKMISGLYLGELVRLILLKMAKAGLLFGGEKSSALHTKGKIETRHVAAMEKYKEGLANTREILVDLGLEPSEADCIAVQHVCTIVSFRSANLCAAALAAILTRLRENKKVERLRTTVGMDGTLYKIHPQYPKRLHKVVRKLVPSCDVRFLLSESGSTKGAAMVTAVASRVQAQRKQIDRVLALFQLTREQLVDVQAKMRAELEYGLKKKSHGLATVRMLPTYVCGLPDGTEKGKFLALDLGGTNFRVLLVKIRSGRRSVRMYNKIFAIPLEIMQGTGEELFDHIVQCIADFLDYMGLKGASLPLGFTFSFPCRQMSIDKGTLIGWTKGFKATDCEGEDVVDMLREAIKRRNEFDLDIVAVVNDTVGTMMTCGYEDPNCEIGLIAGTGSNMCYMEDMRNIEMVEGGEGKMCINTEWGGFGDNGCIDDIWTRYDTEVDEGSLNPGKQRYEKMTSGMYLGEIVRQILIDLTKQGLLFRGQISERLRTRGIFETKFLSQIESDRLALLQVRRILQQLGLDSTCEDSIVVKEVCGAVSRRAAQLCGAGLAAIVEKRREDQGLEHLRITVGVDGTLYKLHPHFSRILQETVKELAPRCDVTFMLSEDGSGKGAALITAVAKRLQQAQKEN
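test system = in-house recombinant HK5 (HKDC1) enzyme | amount = HKDC1 at 5 µg/mL | control set = DMSO-enzyme wells negative, buffer-substituted wells positive | compound = one dose of 20 µM, 1% DMSO | schedule = reaction time 90 min, room temperature, protected from light | technique = resorufin fluorescence at 613 nm | reagent = glucose with 1 mM ATP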
NR3A LBD binder: NR3A (human) ligand-binding domain modulation. NR3A LBD differential scanning fluorimetry, Tm shift; 0% = protein alone, 100% = glycine-bound protein. Tm shift relative to glycine control, % at 25 µM. 340,000 compounds, 2.5% hits. AID 1259313;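 active means melting temperature shift of at least 10% of the positive control shift, at one fixed dose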
ATG4B inh: inhibitors of human ATG4B cysteine protease; Q9Y4P1; inhibition, % at 8.33 µM; ATG4B cleavage of LC3-PLA2, NBD-HPC fluorescence, 1 h; 340,000 compounds, 0.51% hits; in the data active means inhibition above about 40%
The depositor's hits bear a star; i = inactive; · = no result given.

SMILES | SENP6 block | SENP8 inh | MPTP block | PfGluPho inh | SENP7 inh | HKDC1 inhibitor | NR3A LBD binder | ATG4B inh
O=C(NCCN1CCCCC1)c1ccc(=O)oc1 | 0 | -219 | 0.3 | -15 | 15 | -6 | 0 | 0
CCCC[C@@H]1CNCCN1CCc1cc(C(F)(F)F)cc(C(F)(F)F)c1 | -16 | 17 | 0.6 | -5 | -4 | 3 | -1 | 2
Cc1ccc(Cl)cc1N1CCN(C(=O)C2CCN(c3nnc(-n4cccc4)s3)CC2)CC1 | -4 | 3 | 0.9 | -13 | -7 | 0 | -1 | 6
Cc1ccc(Cn2cccc2C2=NC(C)CO2)cc1 (stereo not drawn) | 0 | 12 | 2.2 | 16 | -6 | -2 | 1 | -8
CC(=O)Nc1ccc(Sc2ccccc2C(=O)O)cn1 | 16 | 4 | 0.0 | 13 | 4 | 14 | 5 | -4
COC(=O)c1ccc(NC(=S)NCCCn2ccnc2)cc1 | 0 | 11 | -1.1 | -2 | -11 | -2 | -3 | -14
Cc1ccc(S(=O)(=O)Nc2ccccc2)cc1[N+](=O)[O-] | · | 17 | -0.3 | 6 | · | -4 | -1 | -2
Cc1ccc(CNC(=O)c2cc(-c3ccccc3C)nn2CC2CC(c3cccnc3)=NO2)cc1 (stereo not drawn) | -18 | 5 | -2.3 | 16 | -11 | 0 | -3 | -9
O=C(CSc1nnc(CNC(=O)c2ccc(F)cc2)o1)NCc1ccc2c(c1)OCO2 | -2 | 2 | -0.5 | 3 | 4 | -5 | -1 | 0
CSc1ncccc1C(=O)NC1CCCCCCC1 | 3 | 15 | 1.1 | -9 | -8 | -1 | 0 | -5
Cc1cc(CNC(=O)C2CCC(=O)N(Cc3cccc(C(F)(F)F)c3)C2)no1 (stereo not drawn) | -4 | -5 | -0.8 | -1 | 0 | -7 | -4 | 23
COc1ccc(CNC(=O)C2CCCN(C(=O)Nc3ccccc3OC)C2)cc1 (stereo not drawn) | -16 | 13 | -0.1 | 8 | -3 | -3 | -2 | -8
O=C(CCN1CCN(c2ccccc2)CC1)N/N=C/c1ccccc1OC(F)F | -4 | -22 | -3.2 | -3 | 0 | -3 | 0 | 3
Cc1nc(NCCCN2CCOCC2)c2oc3ccccc3c2n1 | -4 | 19 | 2.0 | 3 | 2 | 1 | -1 | -3
CCN1C(=O)/C(=C/N2CC(C)CC(C)C2)SC1=S (stereo not drawn) | -13 | 15 | 1.0 | 9 | 3 | -5 | 5 | 6
CC(C)(C)OC(=O)N1CCOCCOCCNCCOCCOCC1 | 2 | 10 | 0.1 | -13 | 3 | -10 | 1 | -14
Cc1cccc(NC(=S)N(CCN(C)C)C(C)c2cccnc2)c1 (stereo not drawn) | 2 | 16 | 0.3 | -12 | 10 | 1 | -1 | 6
CSCCCNC(=S)N1CCN(S(=O)(=O)c2cccc(C(F)(F)F)c2)CC1 | -12 | 8 | 4.0 | 2 | -7 | -11 | -2 | -1
O=C(CSc1nc2ccccc2s1)NCC1CCCO1 (stereo not drawn) | -11 | 4 | -1.8 | -9 | 11 | -4 | 1 | -2
CSc1oc(-c2ccccc2)nc1C(N)=O | 11 | -18 | 0.0 | -3 | 4 | -9 | -1 | -7
COc1ccccc1C(=O)Nc1ccnn1C1CCN(CCCC2CCCC2)CC1 | -3 | 2 | 1.2 | -9 | -5 | 10 | -3 | -3
O=C(Nc1ccc(NC(=O)c2ccccc2Br)cc1)c1ccccc1 | -9 | 9 | -3.4 | -3 | -1 | -7 | 4 | -2
CC(=O)c1ccc(OCc2cc(C(=O)NC(C)c3cnn(C)c3)no2)cc1 (stereo not drawn) | -9 | 2 | -1.9 | -1 | 22 | -3 | -1 | 9
CCOCCCNC(=O)CSc1ccccc1 | -23 | 5 | 0.7 | 1 | -5 | -2 | -1 | -6
Cc1ccc(C2CC(=O)N3CN(c4ccc(Br)cc4)CSC3=C2C#N)o1 (stereo not drawn) | 2 | -8 | -1.2 | 54 | -5 | 0 | -6 | 15

Continued, starting with the last four of the part before.
SMILES | SENP6 block | SENP8 inh | MPTP block | PfGluPho inh | SENP7 inh | HKDC1 inhibitor | NR3A LBD binder | ATG4B inh
O=C(Nc1ccc(NC(=O)c2ccccc2Br)cc1)c1ccccc1 | -9 | 9 | -3.4 | -3 | -1 | -7 | 4 | -2
CC(=O)c1ccc(OCc2cc(C(=O)NC(C)c3cnn(C)c3)no2)cc1 (stereo not drawn) | -9 | 2 | -1.9 | -1 | 22 | -3 | -1 | 9
CCOCCCNC(=O)CSc1ccccc1 | -23 | 5 | 0.7 | 1 | -5 | -2 | -1 | -6
Cc1ccc(C2CC(=O)N3CN(c4ccc(Br)cc4)CSC3=C2C#N)o1 (stereo not drawn) | 2 | -8 | -1.2 | 54 | -5 | 0 | -6 | 15
O=C(CSc1cn[nH]n1)Nc1nc2ccccc2s1 | 5 | 7 | -0.2 | -24 | -2 | 5 | -1 | -2
CN(CC(=O)NCc1ccc(F)cc1)Cc1cccc(Cl)c1 | -9 | 10 | -0.8 | 11 | 1 | -5 | -1 | 0
Cc1cccc([C@@H]2[C@@H]3C(=O)N(Cc4ccccc4)C(=O)[C@@H]3[C@]3(Cc4ccc(Cl)cc4)C(=O)N(c4cccc(Br)c4)C(=O)N23)c1 | -3 | 16 | 4.4 | -6 | 2 | 1 | 3 | -2
CCS(=O)(=O)CCSc1nc2ccccc2s1 | 5 | 29 | 1.0 | 11 | -1 | 9 | 0 | -1
CCOC(=O)n1c(=O)n(Cc2ccccc2)c2ccccc21 | 9 | 7 | -0.3 | -2 | 13 | -2 | -2 | -4
O=C(N/N=C/c1ccc(Br)cc1)c1ccc(F)cc1 | 43 | 15 | 1.8 | -12 | 35 | -10 | -2 | 9
O=C(CCOc1ccccc1)NCC(c1ccco1)N1CCCCC1 (stereo not drawn) | -8 | -11 | 0.9 | -2 | 6 | -10 | -1 | -5
NC(=O)CC(O)c1cccc(Cl)c1 (stereo not drawn) | -4 | 12 | -4.6 | 9 | -9 | 3 | 2 | 7
S=C(NCc1ccco1)Nc1ccc(Br)cc1Cl | 12 | 17 | 4.5 | 5 | 1 | 15 | -9 | -4
NS(=O)(=O)c1ccc(NC(=O)c2cc(-c3cc(Cl)ccc3O)n[nH]2)cc1 | -6 | 13 | 1.5 | 25 | 6 | -4 | 34* | -9
CCOC(=O)/C(C#N)=C/c1c(N2CCN(c3ccccc3)CC2)nc2c(C)cccn2c1=O | -7 | 1 | 1.2 | 4 | 6 | 7 | 0 | 15
CC1CN(c2ccc([N+](=O)[O-])cc2C#N)CC(C)O1 (stereo not drawn) | -12 | 6 | 0.7 | 20 | 13 | -5 | -2 | -3
CCOC(=O)N1CCN(C(=O)C2CCCN(c3nc4ccc(OCC)cc4s3)C2)CC1 (stereo not drawn) | -9 | 29 | 0.5 | 10 | 5 | -3 | -1 | 0
CC[C@@H](C)[C@H](NC(=O)OCc1ccccc1)c1nnc([C@@H](NC(=O)OCc2ccccc2)[C@@H](C)CC)o1 | 0 | 2 | 1.1 | -7 | 3 | 0 | -6 | -4
O=C(NCC(=O)N1CCCC(C(F)(F)F)C1)c1ccccc1F (stereo not drawn) | -12 | 14 | -0.4 | 10 | 9 | 0 | 1 | 2
O=C(CN1C(=O)c2ccc([N+](=O)[O-])cc2C1=O)Nc1nnc(C2CC2)s1 | 7 | 29 | 1.2 | -7 | -2 | -1 | -4 | 9
CCc1ccc(N2CC(C(=O)Nc3cc(C)ccc3F)CC2=O)cc1 (stereo not drawn) | -11 | 9 | -0.5 | -2 | -4 | 1 | 1 | 10
COc1cc(SC)ccc1C(=O)NCCOc1ccccc1Cl | 13 | 0 | 3.9 | 2 | 6 | -3 | 2 | -5
COc1ccc(C)cc1S(=O)(=O)N(CC(=O)Nc1cccc([N+](=O)[O-])c1)c1cc(C)cc(C)c1 | -8 | 1 | 9.4 | -4 | 4 | -13 | -4 | 83*
COc1ccc2c(c1)C(SCC(=O)NCCc1ccccc1)CC(C)(C)O2 (stereo not drawn) | 16 | 0 | -2.1 | -11 | -2 | -2 | 0 | -2
N#CC1=C2SCN(Cc3ccco3)CN2C(=O)CC1c1ccc(Cl)cc1 (stereo not drawn) | -7 | -24 | 1.6 | 54 | -8 | 17 | 8 | 21
Cc1cc(Cl)ccc1C(=O)C1CCCN(C(=O)CN2CCOC2=O)C1 (stereo not drawn) | -2 | 1 | -0.4 | 9 | 2 | -1 | 1 | 11
CCOC(=O)c1cccc(Nc2ncnc3ccc(C)cc23)c1 | -10 | -360 | 1.1 | 26 | 18 | -3 | 1 | -6
O=C(NCc1ccccc1F)C1CCN(C(=O)NCc2ccccc2)CC1 | 1 | 15 | -1.8 | -7 | 5 | -2 | 1 | 5
Cc1cccc(NC(=O)COC(=O)c2ccccc2-c2nc3ccccc3s2)c1C | 0 | 3 | 7.3 | 11 | -3 | 0 | -12 | 48*

Other entries.
SMILES | SENP6 block | SENP8 inh | MPTP block | PfGluPho inh | SENP7 inh | HKDC1 inhibitor | NR3A LBD binder | ATG4B inh
COc1cc2ncnc(NCc3cccs3)c2cc1OC | -35 | -9 | -0.9 | 19 | -1 | -2 | -1 | -11
O=C1CC[C@@H](C(=O)O)N1 | 15 | 8 | 0.2 | 0 | 10 | -6 | 1 | 3
COc1ccc(CSc2ccc(-c3nc4ccccn4c3NCc3ccccc3)cc2OC)cc1 | 7 | i | 1.8 | 5 | 0 | -1 | -11 | 4
Nc1c(C(=O)Nc2ccc(S(=O)(=O)N3CCCC3)cc2)sc2nc3ccc(OC(F)(F)F)cc3cc12 | 4 | -56 | 1.0 | 4 | -13 | 5 | 22* | -4
Cc1nc(C(=O)N2CCCC(Nc3ccc(C)c(C)c3)C2)cs1 (stereo not drawn) | -7 | 12 | 0.0 | 2 | -1 | 5 | 1 | 7
O=C1c2cccc3cccc(c23)C(=O)N1CCCSc1ncn[nH]1 | -20 | -36 | 0.6 | 10 | 2 | 4 | 0 | -2
CC1C/C(=C\c2ccccc2[N+](=O)[O-])c2nc3ccccc3c(C(=O)O)c2C1 (stereo not drawn) | -4 | 5 | 2.5 | -9 | -3 | 0 | -1 | 1
CC12CCC(C(N)=O)(C1Br)C2(C)C (stereo not drawn) | 14 | 19 | 0.7 | -1 | 6 | -5 | -2 | -4
COc1ccc(C2(C(=O)NCCN3CCOCC3)CCOCC2)cc1 | 3 | 15 | -1.6 | -11 | 2 | -9 | 1 | 6
CCOc1ccc(CCNS(=O)(=O)c2ccc(-c3ccc(=O)[nH]n3)o2)cc1OCC | 11 | 11 | -1.1 | 11 | 4 | -6 | 0 | -4
O=C(COC(=O)/C=C/c1ccc(Br)o1)Nc1ccc2[nH]c(=O)[nH]c2c1 | -46 | -74 | -0.5 | · | -3 | · | · | ·
Cc1ccc(C(=O)OCC(=O)N2CCCC2)cc1 | -8 | 4 | -0.4 | 0 | 4 | 4 | 1 | -9
Cc1cn(C2OC(CC(=O)Oc3ccccc3)C(O)C2O)c(=O)[nH]c1=O (stereo not drawn) | -20 | 6 | 2.5 | 10 | 3 | -6 | 0 | 7
O=C(CCc1nc(-c2ccccc2Cl)no1)NC1CCCCC1 | -12 | 2 | -0.3 | 2 | -6 | -5 | 1 | 0
COc1ccc([C@H]2CC(=O)C=C(c3ccc(C(=O)O)cc3)C2)cc1OC | -2 | 7 | 0.7 | -18 | 5 | 1 | 1 | 2
CC1CCC(NC(=O)N(CCCl)N=O)CC1 (stereo not drawn) | -8 | 3 | 0.1 | -7 | -2 | -1 | 2 | -3
O=C1CC(c2ccc(Cl)cc2)n2nc(NS(=O)(=O)c3ccc(F)cc3)nc2N1 (stereo not drawn) | -3 | 7 | -3.8 | -21 | -2 | -6 | 2 | 2

Part of the list above, limited to SENP8 inh:
| Molecule | SENP8 inh |
| --- | --- |
| O=C1CC(c2ccc(Cl)cc2)n2nc(NS(=O)(=O)c3ccc(F)cc3)nc2N1 (stereo not drawn) | 7 |
| O=C1CC[C@@H](C(=O)O)N1 | 8 |
| Cc1ccc(C(=O)OCC(=O)N2CCCC2)cc1 | 4 |
